High-throughput results as filed in PubChem.
NALP3 yeast inh = NALP3 inhibition in yeast | Yeast reconstituted NLRP3/ASC/caspase-1, beta-gal luminescence, 24 h | inhibition, % at 10 µM | 330,000 compounds, 0.39% hits;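 active = inhibition of 50% or more; inactive = inhibition below 50%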;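 note: plate controls were induced DMSO wells for no effect and uninduced yeast grown without galactose for full effect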
mIAP activ = increases mouse intestinal alkaline phosphatase activity. muIAP, CDP-Star luminescence, 30 min; stronger effect = higher value; 1 = vehicle-only enzyme signal, 0 = enzyme-free wells. activation factor at 10 µM. 330,000 compounds, 0.24% hits;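 active = activation factor of at least 2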; note: the source names both 10 and 20 µM as test concentration; values of inactives mirror those of a sister screen read the other way
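Assay system: mouse IAP enzyme; Reagent: CDP-Star chemiluminescent phosphatase substrate; Compound: DMSO-dissolved test compounds; Incubation: 30 min, room temperature; Technique: luminescence from enzymatic CDP-Star hydrolysis; Controls: DMSO-only wells and no-enzyme negative control.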
hIAP act = increases human intestinal alkaline phosphatase activity | 330,000 compounds, 0.16% hits | activation factor at 10 µM | P09923 | purified human IAP, CDP-Star luminescence, 30 min; stronger effect = higher value; 1 = vehicle-only enzyme, 0 = enzyme-free background;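 active = activation factor of the enzyme at least 2-fold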; note: the source names both 10 and 20 µM as test concentration; values of inactives mirror those of a sister screen read the other way
Apaf1 inhib = human Apaf-1 inhibition | O14727 | reconstituted apoptosome caspase-3 activity, DEVD-Rh110 fluorescence | inhibition, % at 20 µM | 330,000 compounds, 0.71% hits | AID 489030; active = inhibition of at least 40% at 20 µM;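 note: plate controls were DMSO wells for no effect and DEVD-CHO caspase inhibitor wells for full effect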
Target sequence (O14727 whole entry, looked up): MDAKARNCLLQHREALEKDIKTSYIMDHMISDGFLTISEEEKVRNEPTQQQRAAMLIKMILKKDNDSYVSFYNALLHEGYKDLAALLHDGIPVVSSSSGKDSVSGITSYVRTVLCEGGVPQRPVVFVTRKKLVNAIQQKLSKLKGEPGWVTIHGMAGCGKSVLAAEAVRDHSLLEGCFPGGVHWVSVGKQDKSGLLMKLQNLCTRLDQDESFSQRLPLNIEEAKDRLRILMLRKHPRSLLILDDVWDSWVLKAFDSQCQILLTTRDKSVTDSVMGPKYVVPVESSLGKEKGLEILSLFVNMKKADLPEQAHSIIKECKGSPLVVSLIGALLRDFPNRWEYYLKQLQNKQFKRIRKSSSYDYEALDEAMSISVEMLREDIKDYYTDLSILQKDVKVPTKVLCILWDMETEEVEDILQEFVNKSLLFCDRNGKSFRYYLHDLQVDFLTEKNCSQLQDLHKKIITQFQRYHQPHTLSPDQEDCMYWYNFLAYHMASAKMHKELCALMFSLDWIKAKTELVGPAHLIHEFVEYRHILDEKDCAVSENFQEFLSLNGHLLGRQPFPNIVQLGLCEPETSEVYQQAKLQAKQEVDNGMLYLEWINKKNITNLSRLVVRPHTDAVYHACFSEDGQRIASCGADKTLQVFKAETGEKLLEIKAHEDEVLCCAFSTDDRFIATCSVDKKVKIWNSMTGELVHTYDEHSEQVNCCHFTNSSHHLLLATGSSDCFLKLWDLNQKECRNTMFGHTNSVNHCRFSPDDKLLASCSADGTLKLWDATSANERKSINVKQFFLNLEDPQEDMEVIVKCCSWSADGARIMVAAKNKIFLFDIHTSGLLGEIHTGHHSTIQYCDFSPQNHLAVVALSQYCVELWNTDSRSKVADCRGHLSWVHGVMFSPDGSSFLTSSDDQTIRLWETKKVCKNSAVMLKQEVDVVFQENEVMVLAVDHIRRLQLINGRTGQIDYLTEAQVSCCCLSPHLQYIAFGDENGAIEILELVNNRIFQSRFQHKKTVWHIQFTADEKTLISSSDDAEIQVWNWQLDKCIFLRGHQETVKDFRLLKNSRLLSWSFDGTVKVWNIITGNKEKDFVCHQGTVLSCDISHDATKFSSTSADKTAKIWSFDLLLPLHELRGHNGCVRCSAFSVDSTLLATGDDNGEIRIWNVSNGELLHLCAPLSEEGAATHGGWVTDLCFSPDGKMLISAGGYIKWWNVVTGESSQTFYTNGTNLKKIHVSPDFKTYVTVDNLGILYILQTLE
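Material: cell-free apoptosome with Apaf-1, procaspase-3 and caspase-9; Buffer or medium: Hepes pH 7.5 with detergent and BSA; Reagent: cytochrome c trigger plus (Z-DEVD)2-Rh110 caspase-3 substrate; Times: compound with Apaf-1, dATP, procaspase-3 30 min, then 50 min reaction, room temperature; Technique: Rh110 fluorescence intensity.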
tim10-1 inh = growth inhibitors of tim10-1 mutant yeast | S. cerevisiae tim10-1 ts strain growth, BacTiter-Glo, 24 h | 330,000 compounds, 2.2% hits | inhibition, % at 20 µM;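 active = inhibition of at least 40%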;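 note: mutant grown at 25 °C; 0% = DMSO wells with yeast and 100% = wells holding no yeast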
TIM10 inh = inhibits growth of TIM10 yeast strain | S. cerevisiae TIM10 strain growth, BacTiter-Glo luminescence, 24 h | inhibition, % at 10 µM | 330,000 compounds, 1.4% hits | AID 463195;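 active = inhibition of 40% or more at the single tested concentration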;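 note: wild-type TIM10 isogenic control strain grown at permissive 25 °C; 0% = DMSO yeast wells and 100% = minimal medium wells without yeast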
ATG4B inh = inhibitors of human ATG4B cysteine protease | ATG4B cleavage of LC3-PLA2, NBD-HPC fluorescence, 1 h | inhibition, % at 8.33 µM | 340,000 compounds, 0.51% hits; in the data active = inhibition above about 40%
mIAP block = blocks mouse intestinal alkaline phosphatase; AID 2806; inhibition, % at 10 µM; purified mouse IAP, CDP-Star luminescence, 30 min; 330,000 compounds, 0.2% hits;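 active = inhibition of at least 40% at 10 µM in the primary screen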;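 note: plate controls were DMSO with enzyme for no effect and no enzyme wells for full effect; values of inactives mirror those of a sister screen read the other way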
hIAP block = human IAP inhibition; P09923; purified IAP, CDP-Star luminescence, 30 min; inhibition, % at 10 µM; 330,000 compounds, 0.12% hits;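 active = inhibition reaching a set limit with compound at 10 µM in the primary screen, cut at about 35% in these data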;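 note: plate controls were DMSO wells with enzyme for no effect and no-enzyme buffer wells for full effect; values of inactives mirror those of a sister screen read the other way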
Starred values were filed as active, the others as inactive; nt = no result given.

1) COc1ccc(C2=NCCc3cc(OC)c(OC)cc32)cc1OC
2) Cc1cccc(N2CC(C(=O)Nc3ccc(S(=O)(=O)NCC4CCCO4)cc3)CC2=O)c1C (centres undefined)
3) Cc1oc(C(=O)O)cc1COc1ccc2c(C)cc(=O)oc2c1
4) COC(=O)CC1=C(C(=O)OC)C(c2ccncc2)C(C#N)=C(N)O1 (centres undefined)
5) O=C(CN(Cc1ccco1)C(=O)Cn1nnc(-c2ccc(F)cc2)n1)NC1CCCC1
6) COc1ccc(NC(=O)CC2(Cc3ccccc3)CCOC(C)(C)C2)cc1 (centres undefined)
7) CCc1ccccc1NC(=O)CN1CCN(C(=O)CCC(=O)N2CCC(c3ccccc3)=N2)CC1
8) Cc1ccc(Oc2c(C(N)=O)cc([N+](=O)[O-])cc2[N+](=O)[O-])cc1
screen / no.,1,2,3,4,5,6,7,8
NALP3 yeast inh,6,19,5,11,-2,1,14,9
mIAP activ,1.1,1,0.97,0.92,1.2,0.99,1.1,0.9
hIAP act,1.1,0.86,1,0.95,0.93,0.88,0.86,0.81
Apaf1 inhib,1,-1,-4,-1,-10,7,3,-2
tim10-1 inh,-21,10,8,-5,5,20,15,2
TIM10 inh,-24,5,-2,9,8,6,6,22
ATG4B inh,0,1,1,1,10,0,-9,8
mIAP block,-11,-1,2,8,-16,1,-8,10
hIAP block,-10,14,-4,5,8,12,14,19

9) NNC(=O)CSCc1nc(-c2ccccc2)cs1
10) CC(C)[C@H](NC(=O)c1ccccc1)C(=O)Nc1ccc2c(c1)OCO2
11) O=C(O)CC(NCc1ccco1)C(=O)Nc1cccc(O)c1 (centres undefined)
12) Cc1ccc(C)c2c1c1ccccc1n2C
13) O=C(C1CCCO1)N1CCN(C(=S)Nc2ccccc2)CC1 (centres undefined)
14) NNC(=O)c1[nH]c2ccc(Cl)cc2c1-c1ccccc1
15) CCN(CC)Cc1c(C(=O)N/N=C/c2c(Cl)cccc2Cl)nnn1-c1nonc1N
16) CCOc1ccc(/C=C(\C#N)C(=O)NC2CC2)c(OCC)c1
screen / no.,9,10,11,12,13,14,15,16
NALP3 yeast inh,16,21,-10,11,-4,22,6,14
mIAP activ,0.93,1.1,1.1,1.1,0.95,0.95,0.94,1
hIAP act,0.94,1,1.1,0.95,0.83,0.99,0.77,0.92
Apaf1 inhib,14,3,-21,3,10,7,12,-14
tim10-1 inh,16,9,-8,2,11,51*,-9,10
TIM10 inh,15,-6,-15,6,4,19,5,14
ATG4B inh,2,-9,3,-6,32,-5,-9,-6
mIAP block,7,-8,-5,-6,4,4,6,0
hIAP block,6,-3,-11,4,17,1,23,8

17) COc1cc(C(=O)NNC(=O)c2ccc(NC(C)=O)cc2)cc(OC)c1OC
18) CCOC(=O)C1CCN(S(=O)(=O)Cc2ccccc2)CC1
19) O=C(Nc1cccc2cccnc12)c1cc(F)c(F)cc1Cl
20) CCOc1ccccc1C(=O)NN1CCOCC1
21) COc1cccc(NC(=O)CSc2nc3c(c(-c4ccco4)c2C#N)CCCC3)c1
22) O=c1cc(CN2CCN(c3ccccc3)CC2)c2c(ccc3ccccc32)o1
23) COc1ccc(OC)c(N(CC(=O)Nc2ccccc2F)S(=O)(=O)c2ccccc2)c1
24) Cc1cc(C)n2nc(C(=O)NCCc3ccccc3)nc2n1
screen / no.,17,18,19,20,21,22,23,24
NALP3 yeast inh,1,6,10,3,5,18,-8,11
mIAP activ,1,1.1,0.87,1,0.94,1,0.99,1
hIAP act,1.1,1.1,1.3,0.9,1,1.4,0.83,1.1
Apaf1 inhib,4,-3,1,10,-16,20,0,10
tim10-1 inh,-4,-8,11,8,5,35,3,-4
TIM10 inh,5,-6,7,-14,-12,16,-3,-10
ATG4B inh,-8,-10,0,-2,-6,-6,-11,-5
mIAP block,-1,-7,13,-3,6,-2,1,-4
hIAP block,-10,-8,-31,10,-4,-43,17,-5

Shown with values under each structure: entries from further up
Each structure is followed by: NALP3 yeast inh	mIAP activ	hIAP act	Apaf1 inhib	tim10-1 inh	TIM10 inh	ATG4B inh	mIAP block	hIAP block
[19] O=C(Nc1cccc2cccnc12)c1cc(F)c(F)cc1Cl
    10	0.87	1.3	1	11	7	0	13	-31
[20] CCOc1ccccc1C(=O)NN1CCOCC1
    3	1	0.9	10	8	-14	-2	-3	10
[21] COc1cccc(NC(=O)CSc2nc3c(c(-c4ccco4)c2C#N)CCCC3)c1
    5	0.94	1	-16	5	-12	-6	6	-4
[22] O=c1cc(CN2CCN(c3ccccc3)CC2)c2c(ccc3ccccc32)o1
    18	1	1.4	20	35	16	-6	-2	-43
[23] COc1ccc(OC)c(N(CC(=O)Nc2ccccc2F)S(=O)(=O)c2ccccc2)c1
    -8	0.99	0.83	0	3	-3	-11	1	17

(list continues)
25) COc1ccc(C(=O)C2CCCN(C(=O)CSC)C2)cc1OC (centres undefined)
26) CCNC(=O)OCc1cn(-c2ccc(Cl)cc2)nn1
27) CC(C)(C)c1cc[n+](/C(C(=S)NC2CC2)=C(/[O-])c2ccc(Cl)s2)cc1
28) CCOc1ccc(C(C)=O)cc1N1C(=O)C2C3C=CC(O3)C2C1=O (centres undefined)
29) Cc1ccc2oc(=O)c3cc(C(=O)NCc4ccco4)sc3c2c1
30) COc1cc(/C=C/C(=O)c2ccc3c(c2)OCO3)cc(Cl)c1O
31) CCNC(=O)C1CCCN1S(=O)(=O)c1ccc(OC)cc1 (centres undefined)
32) Cc1cccc(C(=O)NCCc2n[nH]c(=S)n2C)c1
screen / no.,25,26,27,28,29,30,31,32
NALP3 yeast inh,15,28,9,5,18,-5,7,15
mIAP activ,1.1,0.98,0.91,1,1,0.82,1,0.9
hIAP act,1,1.1,1.2,1,0.9,0.91,0.97,1.3
Apaf1 inhib,-4,-4,5,-1,-17,5,4,-7
tim10-1 inh,14,4,20,55*,21,-7,-2,-14
TIM10 inh,-1,-10,6,-4,20,15,-6,4
ATG4B inh,5,-7,-8,-12,2,6,-16,1
mIAP block,-7,2,9,-1,-1,18,-4,10
hIAP block,0,-7,-20,-2,10,9,3,-30

33) COCCCNC(=O)Cn1nc(-c2ccccc2OC)ccc1=O
34) COc1ccccc1NC(=O)Nc1ccnn1C1CCN(C(=O)c2ccccn2)CC1
35) Cc1ccccc1C(=O)NC1CCN(C(=O)N2CCOCC2)CC1
36) CCC1CCc2sc(C(=O)NCC(c3ccc(OC)cc3)N3CCCC3)cc2C1 (centres undefined)
37) Nc1cccc2c1nnn2C1OC(CO)C(O)C(O)C1O (centres undefined)
38) Cc1nc(N2CCN(c3ccc(Cl)cc3)CC2)[nH]c(=O)c1C
39) CCOc1ccc(S(=O)(=O)c2cn(C)c3cc(OC)c(OC)cc3c2=O)cc1
40) O=C(Nc1ccccc1Cl)NC1(C(=O)NCc2ccncc2)CCCCC1
screen / no.,33,34,35,36,37,38,39,40
NALP3 yeast inh,6,-7,12,17,6,4,4,25
mIAP activ,0.98,0.98,0.98,1.1,1,1,1,1.1
hIAP act,0.94,1.1,1.1,0.88,0.93,1.1,1,1
Apaf1 inhib,-3,-5,0,46*,1,-21,-12,0
tim10-1 inh,-3,12,8,5,-25,11,-1,4
TIM10 inh,7,8,-5,30,-2,-1,4,-14
ATG4B inh,8,-4,-3,3,nt,1,-5,-1
mIAP block,2,2,2,-8,-3,-1,0,-10
hIAP block,6,-12,-13,12,7,-6,-2,0

41) O=C(NN1CCOCC1)c1cc(-c2ccncc2)nc2ccccc12
42) O=C(Nc1ccc2oc(=O)ccc2c1)c1cc([N+](=O)[O-])ccc1N1CCOCC1
43) Cc1ccc(S(=O)(=O)NC(=O)Nc2nc(-c3ccc(F)c(F)c3)cs2)cc1
44) Cc1cc([N+](=O)[O-])nn1CC(=O)NCc1ccccc1
45) COc1cccc2sc(N3CCN(C(=O)C4COc5ccccc5O4)CC3)nc12 (centres undefined)
46) CC(OC(=O)c1ccc2c(=O)n3c(nc2c1)CCCCC3)C(N)=O (centres undefined)
47) COc1cccc(NC(=O)NCc2ccccc2Cl)c1
48) CNC(=O)N(O)C1N(/N=C/c2ccccc2O)C(=S)SC1(C)C (centres undefined)
screen / no.,41,42,43,44,45,46,47,48
NALP3 yeast inh,-9,13,-5,6,13,-22,11,4
mIAP activ,0.97,0.99,1,0.99,0.93,0.95,1.9,0.96
hIAP act,0.87,0.96,1.1,0.88,0.93,1.1,1.1,1.1
Apaf1 inhib,-3,-18,-15,-13,23,-1,-13,-20
tim10-1 inh,-6,16,4,-9,18,18,7,3
TIM10 inh,-11,2,-4,4,-1,0,19,0
ATG4B inh,-16,29,-7,-1,-14,0,36,8
mIAP block,3,1,-1,1,7,5,-93,4
hIAP block,13,4,-10,12,7,-7,-15,-6

49) COc1ccccc1CNS(=O)(=O)c1ccc2c(c1)NC(=O)CO2
50) CCN(CC)c1ccc(/C=C2/C(=O)N(c3ccc([N+](=O)[O-])cc3)N=C2N2CCOCC2)cc1
51) O=C(COC(=O)c1cccc(Cl)c1)NCc1ccccc1
52) COc1ccc(C2NC(=S)NC3=C2N2CCC3CC2)cc1 (centres undefined)
53) COc1ccc(CN2C(=O)c3cccnc3C2Nc2ccc(C)cc2)cc1 (centres undefined)
54) Cn1c(/C(C#N)=C(\O)c2ccc(Br)s2)nc2ccccc21
55) Cc1ccc(S(=O)(=O)N2CCCC2C(=O)Nc2nc3ccccc3s2)cc1 (centres undefined)
56) CCN(CC)CCNC(=O)C1CCC(=O)N1CCc1ccccc1 (centres undefined)
screen / no.,49,50,51,52,53,54,55,56
NALP3 yeast inh,16,20,35,6,24,10,2,7
mIAP activ,1,0.74,0.91,0.89,0.93,0.95,1.1,1
hIAP act,0.94,0.85,0.95,0.99,1,0.53,0.97,0.93
Apaf1 inhib,12,56*,-3,-7,0,2,3,11
tim10-1 inh,2,16,9,-8,28,5,24,3
TIM10 inh,7,-2,-11,3,20,-3,9,-19
ATG4B inh,-3,nt,-4,0,-9,0,-18,-17
mIAP block,-1,26,9,11,7,5,-7,-5
hIAP block,6,15,5,1,0,47*,3,7

57) CCC(=O)c1ccc(OCc2ccc(C(=O)OC)o2)c(OC)c1
58) CCn1ncc(C2C(C(=O)Nc3ccc(C)cn3)=C(C)NC3=C2C(=O)CCC3)c1C (centres undefined)
59) CCCc1cc(C(=O)OCC(=O)N2CCN(c3ccc(OC)cc3)CC2)sc1C
60) CCOC(=O)N1CCN(c2cc(=O)n(-c3cccc(Br)c3)c(=O)[nH]2)CC1
61) Cc1ccc2oc(NC(=O)N3CCOCC3)cc(=O)c2c1
62) Cc1ccc(S(=O)(=O)c2nc(-c3cccs3)oc2NCc2cccnc2)cc1
63) O=C1CCN(CCc2ccccc2)CCN1[C@H](COc1ccccc1)Cc1ccccc1
64) COC(=O)N/N=C/c1cn(CCOc2ccccc2OC)c2ccccc12
screen / no.,57,58,59,60,61,62,63,64
NALP3 yeast inh,26,10,25,23,3,38,17,13
mIAP activ,1,1,0.93,1,0.94,1.1,0.94,0.98
hIAP act,1,0.96,0.97,0.86,0.94,0.92,1,0.95
Apaf1 inhib,-9,-7,17,2,5,12,28,10
tim10-1 inh,6,-5,20,-2,10,8,15,22
TIM10 inh,6,-12,20,-6,4,10,21,21
ATG4B inh,-3,-5,-4,-14,-8,0,9,3
mIAP block,-2,-4,8,-2,6,-8,6,2
hIAP block,-4,4,3,14,6,8,-2,5
